# Compound activity as filed in PubChem BioAssay.
# USP17 inh – human USP17-like deubiquitinase inhibition; A8MUK1; purified USP17, Ub-rhodamine cleavage fluorescence, 3 h; inhibition, % at 50 µM; 47,000 compounds, 6.5% hits; AID 1645855
# USP8 block – human USP8 deubiquitinase inhibition. purified USP8, Ub-rhodamine cleavage fluorescence, 30 min. inhibition, % at 20 µM. 47,000 compounds, 4.2% hits
# USP28 inh – inhibitors of human USP28 deubiquitinase | 47,000 compounds, 3% hits | inhibition, % at 25 µM | purified USP28, Ub-rhodamine cleavage fluorescence, 30 min
# Target sequence (Q96RU2 whole entry, looked up): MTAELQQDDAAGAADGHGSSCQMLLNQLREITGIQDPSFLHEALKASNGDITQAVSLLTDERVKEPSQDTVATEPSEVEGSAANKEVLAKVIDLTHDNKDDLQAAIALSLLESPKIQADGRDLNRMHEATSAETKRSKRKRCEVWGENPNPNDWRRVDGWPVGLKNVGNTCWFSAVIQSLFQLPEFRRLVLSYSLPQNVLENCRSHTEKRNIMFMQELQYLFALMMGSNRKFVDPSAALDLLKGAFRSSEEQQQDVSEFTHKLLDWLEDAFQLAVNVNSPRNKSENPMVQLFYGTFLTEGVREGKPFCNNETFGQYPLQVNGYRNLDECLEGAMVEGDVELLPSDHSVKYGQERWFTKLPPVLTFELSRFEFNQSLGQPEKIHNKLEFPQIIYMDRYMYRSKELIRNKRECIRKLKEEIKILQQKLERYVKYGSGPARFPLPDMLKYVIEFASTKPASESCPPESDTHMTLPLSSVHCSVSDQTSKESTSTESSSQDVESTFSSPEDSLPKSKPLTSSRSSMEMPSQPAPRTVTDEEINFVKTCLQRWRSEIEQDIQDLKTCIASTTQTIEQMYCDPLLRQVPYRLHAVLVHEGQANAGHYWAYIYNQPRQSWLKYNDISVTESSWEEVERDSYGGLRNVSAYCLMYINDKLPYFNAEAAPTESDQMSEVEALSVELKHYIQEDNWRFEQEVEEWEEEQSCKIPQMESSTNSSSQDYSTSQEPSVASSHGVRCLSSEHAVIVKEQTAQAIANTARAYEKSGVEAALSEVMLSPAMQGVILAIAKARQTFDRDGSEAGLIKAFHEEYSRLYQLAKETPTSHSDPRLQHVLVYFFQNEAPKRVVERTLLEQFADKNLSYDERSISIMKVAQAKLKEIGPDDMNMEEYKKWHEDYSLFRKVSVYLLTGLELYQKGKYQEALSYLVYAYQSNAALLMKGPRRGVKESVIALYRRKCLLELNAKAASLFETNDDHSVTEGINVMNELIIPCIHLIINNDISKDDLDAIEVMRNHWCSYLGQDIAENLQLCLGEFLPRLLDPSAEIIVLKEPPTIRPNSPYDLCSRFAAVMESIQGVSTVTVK
# USP7 block – inhibitors of human USP7 deubiquitinase; AID 1645854; 47,000 compounds, 0.3% hits; purified USP7, Ub-rhodamine cleavage fluorescence; Q93009; inhibition, % at 20 µM
# OTUD3 inh – human OTUD3 deubiquitinase inhibition. Q5T2D3. purified OTUD3, Ub-rhodamine fluorescence, 2 h. inhibition, % at 25 µM. 47,000 compounds, 0.7% hits. AID 1645858
# USP10 inh – blocks human USP10 ubiquitin-rhodamine cleavage | Q14694 | purified USP10, Ub-rhodamine fluorescence, 60 min | inhibition, % at 20 µM | 47,000 compounds, 1.1% hits | AID 1645856
# USP30 block – human USP30 deubiquitinase inhibition; Q70CQ3; purified USP30, Ub-rhodamine cleavage fluorescence; inhibition, % at 25 µM; 47,000 compounds, 5.3% hits; AID 1645860
# UCHL1 block – human UCHL1 deubiquitinase inhibition. inhibition, % at 20 µM. P09936. 47,000 compounds, 0.2% hits. purified UCHL1, Ub-rhodamine cleavage fluorescence
# Starred values were filed as active, the others as inactive; i = inactive; . = not tested or not shown. Rule as the data show it: active = inhibition above about 30%; inactive = the rest. Rows are unselected, and some 14% of all compounds hit somewhere here.
SMILES,USP17 inh,USP8 block,USP28 inh,USP7 block,OTUD3 inh,USP10 inh,USP30 block,UCHL1 block
Cc1ccc(Cn2nnc(C(=O)N3CCSCC3)c2-n2cccc2)cc1,10,7,22,7,3,7,18,5
CC1CCN(C(=O)c2cn(-c3ccc(C#N)cc3)cn2)CC1,1,0,-6,0,1,1,0,0
CC1(C)Cc2nc3oc4c(NCCc5ccccc5)ncnc4c3cc2CO1,.,-13,-6,-8,-15,0,-16,-4
Cn1ncc2c(Nc3cccc(Cl)c3)nc(NCCN3CCOCC3)nc21,-21,-6,-15,-5,-12,-10,-29,0
Cc1cc(N2C(=O)OCC2C(C)C)nc(C2CCN(S(C)(=O)=O)CC2)n1 (stereo not drawn),-1,2,0,-1,-7,0,9,-2
Cc1ccc(N2CC[C@@H]3[C@@H]2CCN3C(=O)c2ccccn2)nn1,-30,-132,-5,1,-4,2,-7,-2
O=C(COc1ccc2c(c1)OCO2)N1CCN(c2ncc(C(F)(F)F)cc2Cl)CC1,2,-6,2,0,1,6,2,1
Cc1ccc(C)c(NC(=O)CCCN2C(=O)c3cccnc3Sc3ccccc32)c1,-8,-1,-11,-3,-10,-3,-16,1
COc1ccc(NC(=O)c2ccc(-c3ccc(N4CCOCC4)nn3)cc2)c(OC)c1,-4,27,-5,2,-4,-1,18,-2
Cn1c2ccccc2c(=O)c2c(=O)n(C3CCCCC3)c(-c3ccccc3F)nc21,-10,6,-11,1,-10,-5,-44,-4
NC(=O)CC[C@H](NC(=O)[C@H](Cc1ccccc1)NC(=O)[C@H](Cc1ccccc1)n1c(=O)[nH]c2ccccc2c1=O)C(=O)O,7,-24,12,4,8,3,21,2
N#Cc1ccc(S(=O)(=O)Nc2ccccc2N2CCOCC2)cc1,13,0,5,-3,5,1,9,2
O=C1N(c2ccccc2)C2CS(=O)(=O)CC2N1c1ccc([N+](=O)[O-])cc1 (stereo not drawn),30*,0,.,-23,1,0,.,2
COc1ccccc1C(=O)Nc1c(C(=O)N2CCOCC2)oc2ccccc12,-5,1,-12,-23,-16,0,3,-3
O=C(Nc1ccccc1Oc1ccccc1)c1ccc(S(=O)(=O)N2CCc3ccccc3C2)cc1,.,-2,-1,9,-8,6,-1,2
Cc1cc(C)c2c(n1)SCC(=O)N2CC(=O)Nc1ccccc1F,.,-7,-9,0,0,0,-14,-1
O=C1CCCc2nc(NCc3ccco3)ncc21,9,19,10,-19,3,-2,0,-2
COc1ccc2ncc(S(=O)(=O)c3ccccc3)c(N3CCCC3)c2c1,1,9,0,7,-2,5,-5,4
CCN1[C@H]2CCN(C(=O)c3cccn3C)CC[C@@H]2Oc2ccccc2S1(=O)=O,-7,-26,-8,-4,-1,-1,-4,-4
Cn1c(SCC(=O)O)nnc1-c1ccc2c(c1)OCCCO2,-7,4,-11,3,-2,-1,0,-3
O=C(NNC1=NC2(CCCC2)Cc2ccccc21)c1cccnc1,26,6,4,0,1,5,32*,2
O=C(/C=C/c1ccccc1)OCC(=O)c1ccc(-n2nncc2-c2ccco2)cc1,-7,20,-4,6,-14,-6,-90,0
COc1ccc(-n2c(CN3CCC(C(N)=O)CC3)nc3ccc([N+](=O)[O-])cc3c2=O)c(OC)c1,-3,-86,3,0,5,-1,-65,0
CCn1cc(NC(=O)CC2CCNCC2)cn1,9,2,-12,4,1,0,1,-2
O=C1NC2(CCN(C(=O)c3nccc4ccccc34)CC2)Nc2ccccc21,16,20,11,3,11,-1,15,2
O=C(NC1CCS(=O)(=O)C1)c1sc2cc(F)ccc2c1Cl (stereo not drawn),10,5,15,1,4,1,21,5
CCCC12CN3CC(C)(CN(C1)C3c1ccc(OCc3ccccc3)cc1)C2=O (stereo not drawn),8,8,4,1,10,1,21,1
COCCN1C(=O)c2ccccc2C(C(=O)Nc2ccccn2)C1c1cccs1 (stereo not drawn),-13,-10,-11,-7,-6,-4,-17,-6
c1ccc(CCCNc2nc(-c3cccs3)nc3ccccc23)cc1,22,0,.,9,-1,1,.,4
COc1ccc(-c2cn3c4c(=O)n(C)c(=O)n(C)c4nc3n2CCc2ccccc2)cc1OC,6,-39,3,4,4,-2,21,0
Cc1cc(C)c2nc(Nc3ncc4c(n3)CCCC4=O)nc(C)c2c1,9,17,7,5,1,-1,2,3
CC(C)C1Cc2c(sc3nc(SCC(=O)Nc4cccc5ccccc45)nc(N)c23)CO1 (stereo not drawn),52*,-4,-9,2,1,0,-44,2
O=C(NCCc1ccccc1)[C@H]1C=CCN1C(=O)c1ccc(F)cc1F,3,2,6,9,5,5,7,4
Cc1ccccc1NC(=O)C1(C)Oc2cccnc2N(C)C1=O (stereo not drawn),.,-6,0,1,-6,-1,-4,-2
CSCC[C@H](NC(=O)N1CCn2c1nc1ccccc12)C(=O)N[C@@H](C(=O)O)c1ccccc1,-1,-14,-23,-1,-5,3,-9,-1
CCC(=O)N1Cc2ccccc2CC2(CCCN2Cc2cccnc2)C1 (stereo not drawn),-65,-17,-41,-18,-35,-5,-161,-18
CNC(=O)Cn1cnc2c(c(C)c(C)n2-c2ccc(Cl)cc2)c1=O,50*,0,0,-28,3,-1,-38,-3
CCn1c(=O)c2sccc2n2c(CCC(=O)NC3CCCC3)nnc12,-5,0,-8,1,-7,0,-2,-4
CCN(CC)S(=O)(=O)c1cccc(-c2nnc(SCC(=O)Nc3cccc(C(C)=O)c3)n2-c2ccccc2)c1,13,3,13,3,8,12,28,4
O=[N+]([O-])c1ccc(S(=O)(=O)N2CCCC2c2ccco2)cc1 (stereo not drawn),-20,-1,0,-8,8,-2,1,4
COC(=O)c1ccc(NC(=O)CSc2nnc(-c3ccc(O)cc3)n2Cc2ccco2)cc1,21,-4,22,4,9,-1,84*,6
O=C(O)CCCCCN1C(=O)CC(c2ccc(Cl)cc2)CC1=O,76*,55*,32*,1,8,12,-73,23
Cc1cccc(NC(=O)c2nc3c(=O)[nH]c4cc(C)ccc4n3n2)c1,35*,-35,-11,1,-25,10,-174,5
O=C(O)c1ccc2c(=O)n3c(nc2c1)/C(=C/c1ccc2c(c1)OCCO2)CC3,-28,-133,5,5,4,4,-35,3
Cc1ccc(NC(=O)c2nc3c(s2)CCCN3c2ccccc2)cn1,-38,-325,-2,-1,13,-8,-2,-1
O=P(O)(CN1CCOCC1)C1Cc2ccccc2C1,0,10,-13,0,-5,0,-1,-5
Fc1ccc(-c2nc3cnccn3c2NCc2ccc3c(c2)OCO3)cc1,-130,-184,-203,-5,-161,3,i,-1
Cc1ccc(NC(=O)NC2CCN(c3nc4cccnc4n(C)c3=O)CC2)c(C)c1,3,-18,4,1,-5,-1,-19,-6
Cc1cc(Nc2ccc(F)cc2)n2nc(-c3cccnc3)nc2n1,-13,11,9,2,3,-2,23,2
O=C(Nc1ccc(Cl)cc1)c1cnn2c(-c3ccccc3)cc(-c3ccccc3)nc12,9,1,-1,8,7,1,5,1
O=C(CCc1ccncc1)N(Cc1ccc2c(c1)OCO2)C1CCCCC1,-4,-5,5,-30,2,-5,24,0
CN1[C@@H](CCC(=O)N2CCN(c3ccccc3)CC2)CNC(=O)[C@@H]2[C@H]1CCN2Cc1ccc(O)cc1,-9,-6,-13,-2,-7,-1,-2,0
COc1ccc(CCNC(=O)C2CCCN(S(=O)(=O)N3CCC(C)CC3)C2)cc1OC (stereo not drawn),-21,-22,1,-4,0,-2,0,-3
O=C(COC(=O)c1ccc(NS(=O)(=O)c2ccc3c(c2)OCCO3)cc1)NCc1ccc(Cl)cc1,18,1,75*,9,-18,24,50*,7
Cc1nc(C2CN(C(=O)c3cccc4c3OCCO4)CCO2)cc(=O)[nH]1 (stereo not drawn),12,2,1,4,3,2,12,1
COc1cc(OC)cc(C(=O)Oc2ccc(-c3ccc(C#N)cc3)cc2)c1,15,19,3,11,6,2,18,5
Cc1ccc2oc(C(=O)NCC(c3ccco3)N3CCOCC3)cc(=O)c2c1 (stereo not drawn),-13,-1,2,-5,3,-1,-24,0
Cc1cc(C)cc(NS(=O)(=O)c2cc3n(c2)CCCNC3=O)c1,-9,-3,.,-2,4,0,.,2
Cc1nc(C2(NC(=O)c3ccoc3C)CCCC2)no1,9,8,0,2,8,0,10,0
O=C(NCc1ccc(F)cc1)NC1CCN(c2ccccc2)C1=O (stereo not drawn),-2,-3,0,-2,-3,3,1,0

# Random excerpt: 2 compounds from above.
SMILES,USP17 inh,USP8 block,USP28 inh,USP7 block,OTUD3 inh,USP10 inh,USP30 block,UCHL1 block
Cc1cc(C)cc(NS(=O)(=O)c2cc3n(c2)CCCNC3=O)c1,-9,-3,.,-2,4,0,.,2
O=C(NCc1ccc(F)cc1)NC1CCN(c2ccccc2)C1=O (stereo not drawn),-2,-3,0,-2,-3,3,1,0

# Going on with the list:
SMILES,USP17 inh,USP8 block,USP28 inh,USP7 block,OTUD3 inh,USP10 inh,USP30 block,UCHL1 block
CC(C)CNc1ncnc2c1sc1nc(C(C)C)c3c(c12)CC(C)(C)OC3,24,18,8,5,15,1,28,5
CC1CCCCN1S(=O)(=O)c1cc(-c2nnc(C3CC3)o2)co1 (stereo not drawn),11,15,5,4,20,-2,12,-1
O=C(Nc1ccc(F)c(F)c1)c1cc2n(n1)CCCC2,.,-2,0,-5,-6,-5,-29,-2
Cc1nn(-c2ccccc2)c2c1C(c1ccco1)c1c(ncn3nc(CO/N=C/c4ccccc4Cl)nc13)O2 (stereo not drawn),-1,0,-13,-5,-8,-2,-11,-6
C[C@H](NC(=O)[C@H](Cc1c[nH]c2ccccc12)n1c(=O)[nH]c2ccccc2c1=O)C(=O)N1CCC[C@H]1C(=O)O,-31,-79,-13,-1,-2,-3,-8,-3
CC(C)Cn1c(N)c(-c2nc(C(C)C)c(C(=O)c3ccccc3F)s2)c(=O)n(C)c1=O,17,23,12,11,12,7,25,4
Cn1ncc2c1C(COCC1CC1)N(C(=O)c1ccnnc1)CC2 (stereo not drawn),-7,-33,0,2,0,-2,1,-2
CCc1ccccc1NC(=O)C1CCN(c2ccncc2)CC1,1,0,0,0,-3,1,0,-1
NC(=O)C1CSC(c2ccccc2O)=N1 (stereo not drawn),-3,-14,-3,-5,3,-8,-6,-4
CCNC(=O)c1cccnc1OC1CCN(C(=O)c2cc(C)cc(C)c2)C1 (stereo not drawn),7,4,1,1,4,3,-8,-2
CC(C)C[C@@H](NC(=O)OC(C)(C)C)C(=O)N1CCC(C(=O)N[C@H](Cc2ccccc2)C(=O)NCc2ccccc2F)CC1,-32,-96,8,7,0,4,22,6
Cc1nn(-c2ccc3nncn3n2)c2c1C(c1ccc(C(C)C)cc1)CC(=O)N2 (stereo not drawn),19,17,16,-19,12,0,45*,5

# A second format for 10 compounds above:
# Order of values: USP17 inh, USP8 block, USP28 inh, USP7 block, OTUD3 inh, USP10 inh, USP30 block, UCHL1 block
> O=C(NCc1ccc(F)cc1)NC1CCN(c2ccccc2)C1=O (stereo not drawn)
  -2, -3, 0, -2, -3, 3, 1, 0
> CC(C)CNc1ncnc2c1sc1nc(C(C)C)c3c(c12)CC(C)(C)OC3
  24, 18, 8, 5, 15, 1, 28, 5
> CC1CCCCN1S(=O)(=O)c1cc(-c2nnc(C3CC3)o2)co1 (stereo not drawn)
  11, 15, 5, 4, 20, -2, 12, -1
> O=C(Nc1ccc(F)c(F)c1)c1cc2n(n1)CCCC2
  ., -2, 0, -5, -6, -5, -29, -2
> Cc1nn(-c2ccccc2)c2c1C(c1ccco1)c1c(ncn3nc(CO/N=C/c4ccccc4Cl)nc13)O2 (stereo not drawn)
  -1, 0, -13, -5, -8, -2, -11, -6
> C[C@H](NC(=O)[C@H](Cc1c[nH]c2ccccc12)n1c(=O)[nH]c2ccccc2c1=O)C(=O)N1CCC[C@H]1C(=O)O
  -31, -79, -13, -1, -2, -3, -8, -3
> CC(C)Cn1c(N)c(-c2nc(C(C)C)c(C(=O)c3ccccc3F)s2)c(=O)n(C)c1=O
  17, 23, 12, 11, 12, 7, 25, 4
> Cn1ncc2c1C(COCC1CC1)N(C(=O)c1ccnnc1)CC2 (stereo not drawn)
  -7, -33, 0, 2, 0, -2, 1, -2
> CCc1ccccc1NC(=O)C1CCN(c2ccncc2)CC1
  1, 0, 0, 0, -3, 1, 0, -1
> NC(=O)C1CSC(c2ccccc2O)=N1 (stereo not drawn)
  -3, -14, -3, -5, 3, -8, -6, -4

# (further entries)
SMILES,USP17 inh,USP8 block,USP28 inh,USP7 block,OTUD3 inh,USP10 inh,USP30 block,UCHL1 block
CC1(C)Cc2c(sc3ncnc(N)c23)CO1,-11,4,-12,0,-4,2,2,0
Cc1cc(C)n2nc(NCc3c(F)cccc3Cl)nc2n1,0,16,23,1,4,3,19,3
CC(C)NC(=O)Cn1cccc1-c1nc(-c2ccc(F)cc2)no1,5,7,-1,2,-3,11,16,0
CCn1cc(C(=O)N2CCC[C@@H]3NC(=O)c4ccccc4OCC/C=C/C[C@@H]32)cn1,5,4,20,2,9,0,3,1
Cc1nn2c(CNS(=O)(=O)c3ccc(F)cc3)c(C)nc2s1,2,0,-7,4,-2,0,1,-1
COc1ccc(-c2c(C(=O)O)sc3c2NC(=O)CC3c2ccc3c(c2)OCO3)cc1 (stereo not drawn),1,0,-4,-4,-2,2,11,-1
O=C(Cn1cc(S(=O)(=O)Cc2ccc(F)cc2)c2ccccc21)N1CCCCC1,-8,1,-4,-44,-2,-1,6,2
Clc1cccc(Cc2cnc(Nc3ccccc3)s2)c1Cl,-5,4,3,9,6,11,-5,2
